ERa coact pot: enhancers of ERα–SRC-1 coactivator binding, primary screen, biochemical, TR-FRET, ERα LBD, low estradiol; Estrogen receptor (Homo sapiens), P03372; TR-FRET ERalpha-LBD/SRC-Cy5 coactivator binding, 2 h; 100 = basal binding, no effect; coactivator binding (% of control), % at 25.6 µM; hit rate 1.3% among 86,000; in the data active means activity above about 200%;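 further: binding measured in presence of low estradiol as agonist stimulus; 0% = peptide alone without receptor and 100% = receptor with peptide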
Target sequence (P03372 whole entry, looked up, the tested form may be a part): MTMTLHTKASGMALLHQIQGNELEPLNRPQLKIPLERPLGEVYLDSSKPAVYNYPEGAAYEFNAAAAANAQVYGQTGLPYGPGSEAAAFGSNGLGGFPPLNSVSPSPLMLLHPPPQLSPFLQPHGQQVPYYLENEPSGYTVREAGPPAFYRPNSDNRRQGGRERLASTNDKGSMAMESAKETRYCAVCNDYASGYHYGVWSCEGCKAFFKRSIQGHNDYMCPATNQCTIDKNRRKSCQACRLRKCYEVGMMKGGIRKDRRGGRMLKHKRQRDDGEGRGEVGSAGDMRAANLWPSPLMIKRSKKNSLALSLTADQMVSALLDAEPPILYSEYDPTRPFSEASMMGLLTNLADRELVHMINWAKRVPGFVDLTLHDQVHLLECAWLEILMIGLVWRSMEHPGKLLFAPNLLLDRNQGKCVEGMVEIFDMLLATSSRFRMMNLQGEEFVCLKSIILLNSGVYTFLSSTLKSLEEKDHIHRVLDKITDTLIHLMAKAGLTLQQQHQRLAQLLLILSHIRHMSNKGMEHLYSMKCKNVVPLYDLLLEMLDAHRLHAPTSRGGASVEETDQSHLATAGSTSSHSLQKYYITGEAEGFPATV
sEH act: soluble epoxide hydrolase activators, primary screen, biochemical, human sEH | Bifunctional epoxide hydrolase 2 (Homo sapiens), P34913 | purified human sEH enzymatic activity, activator screen | activation, % at 2 µM | hit rate 0.04% among 91,000; in the data active means activation above about 37%; further: values of inactives mirror those of a sister screen read the other way
Smad3 inh: Smad3/FoxH1 peptide binding inhibitors, primary screen, biochemical, TR-FRET; TR-FRET Smad3/Dy647-FoxH1 peptide binding, europium anti-His; inhibition, % at 25 µM; hit rate 0.29% among 88,000; AID 630, 2007;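 active means compounds that reduce the energy-transfer binding signal between the protein and its labelled peptide by more than half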;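 further: 0% = Smad3 plus labelled peptide maximal FRET and 100% = peptide-only background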
Target sequence (P84022 whole entry, looked up): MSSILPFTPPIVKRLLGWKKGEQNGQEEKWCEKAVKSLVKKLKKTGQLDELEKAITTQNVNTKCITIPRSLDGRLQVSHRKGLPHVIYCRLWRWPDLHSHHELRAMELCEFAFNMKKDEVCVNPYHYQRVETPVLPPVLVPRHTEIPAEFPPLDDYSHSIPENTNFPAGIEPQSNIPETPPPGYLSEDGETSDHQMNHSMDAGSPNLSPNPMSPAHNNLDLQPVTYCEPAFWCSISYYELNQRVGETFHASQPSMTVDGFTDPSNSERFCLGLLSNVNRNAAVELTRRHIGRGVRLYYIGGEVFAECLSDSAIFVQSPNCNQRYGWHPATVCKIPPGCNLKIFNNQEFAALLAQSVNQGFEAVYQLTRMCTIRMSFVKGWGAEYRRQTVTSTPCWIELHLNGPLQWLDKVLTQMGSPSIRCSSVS
MT1-MMP txn act: MT1-MMP promoter reporter activation – cell-based, luciferase luminescence, primary screen. HT1080 MT1-MMP promoter luciferase reporter, overnight; active compounds read high. activation factor at 10 µM. hit rate 0.16% among 86,000;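 active means activation factor of at least 2 for MT1-MMP transcription at 10 µM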
CD11b adhes inh: inhibitors of CD11b/CD18 adhesion to fibrinogen, primary screen, K562 cells, luminescence | inhibition, % at 10 µM | hit rate 0.54% among 93,000 | Integrin beta-2 (Homo sapiens) + Integrin alpha-M (Homo sapiens), P05107+P11215 | ATPlite luminescence; Mn2+ added to activate the integrin;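 active means primary inhibition of 50% or more at 10 µM, then 40% or more on retest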; further: some results filed as inactive read as strong as hits
ERb coact inh: inhibitors of ERβ-SRC1 coactivator interaction, primary screen, biochemical, TR-FRET, ERβ LBD, SRC-1 peptide | Estrogen receptor beta (Homo sapiens), Q92731 | TR-FRET ER-beta LBD / SRC1-Cy5 peptide binding; receptor agonist-loaded with 1 µM estradiol | inhibition, % at 25.6 µM | hit rate 1.3% among 86,000 | AID 633, 2007;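 active means compounds whose percent inhibition of the receptor-coactivator binding signal exceeds about 50% in the single-dose screen, limit read from the data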;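 further: 0% = receptor plus peptide wells without compound and 100% = peptide-only wells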
Calb biofilm kill: clotrimazole potentiators killing Candida biofilms, primary screen, with clotrimazole, Alamar Blue; inhibition, % at 6 µM; hit rate 0.14% among 85,000; AID 834, 2007; C. albicans biofilm + clotrimazole;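 active means inhibition above 20%; inactive means inhibition below 20%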;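 further: preformed 24 hr biofilms exposed to compound for 48 hr; 0% = biofilm without compound and 100% = blank killed by clotrimazole plus chlorhexidine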
Mac1 fbg enh: enhancers of CD11b/CD18 adhesion to fibrinogen, primary screen, K562 cells, luminescence; activation, % at 10 µM; hit rate 0.07% among 93,000; ATPlite luminescence; Integrin beta-2 (Homo sapiens) + Integrin alpha-M (Homo sapiens), P05107+P11215; AID 1499, 2009;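 active means 10 µM primary screen giving 50% or more activity, confirmed by 40% or more on retest at that dose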; further: strong numbers were not always called active; reference of the scale not given here
sEH inh: soluble epoxide hydrolase inhibitors, primary screen, biochemical, human sEH. Bifunctional epoxide hydrolase 2 (Homo sapiens), P34913. recombinant human sEH enzymatic activity assay. inhibition, % at 2 µM. hit rate 0.34% among 91,000. AID 707, 2007; in the data active means inhibition above about 80%; further: values of inactives mirror those of a sister screen read the other way; many of its hits are not listed in these tables
An asterisk follows results filed as active; / = no result given; [ ] = another dose, or the depositor's remark. Some of the compounds tested; rates above refer to the full screens.

SMILES	ERa coact pot	sEH act	Smad3 inh	MT1-MMP txn act	CD11b adhes inh	ERb coact inh	Calb biofilm kill	Mac1 fbg enh	sEH inh
CCn1nc(NC(=O)c2ccncc2)c2cc3cccc(C)c3nc21	106.0	-13.6	5.8	1.1	6.3	-2.8	5.2	-1.6	15.1
Cc1ccc2oc(-c3ccc(NC(=O)c4cccnc4)cc3)nc2c1	248.5*	-3.3	11.4	0.9	13.2	30.7[fluorescence artefact?]	5.2	1.8	4.6
Cc1ccccc1NC(=O)CC1S/C(=N/c2nccs2)N(C)C1=O (stereo unspecified)	97.9	4.4	0.3	/	-3.8	-5.0	5.9	-3.4	-2.9
CCCCn1nnnc1NCc1ccc(OC)c(OC)c1OC	79.2	1.2	-10.5	1	-24.9	-3.3[fluorescence artefact?]	-3.5	-7.8	-3.0
O=C(NCC1CCCO1)c1ccc(Cl)c(F)c1F (stereo unspecified)	113.8	-7.9	0.0	1.3	3.0	26.4	7.3	-4.6	7.5
COc1cc(NC(=O)CSc2nnc(-c3ccncc3)n2C2CCCCC2)ccc1NC(=O)c1ccco1	/	5.6	/	/	-16.0	/	/	-5.0	-5.9
COc1ccc(NC(=O)c2cccs2)cc1O	113.2	4.2	10.0	1.6	-8.1	5.6	4.8	0.7	-6.2
NC(=O)c1ccc(Br)c(S(=O)(=O)N2CCCCC2)c1	105.8	-2.3	1.0	1	49.0	-0.8[fluorescence artefact?]	0.7	-0.3	0.9
COc1ccc(Cl)cc1S(=O)(=O)N1CCN(C(=O)c2cc(OC)c(OC)c(OC)c2)CC1	101.9	/	8.7	1	/	-1.2	5.0	/	/
C=C(C)Cn1c(=O)c(NC(=O)c2ccccc2)c2n(c1=S)CCC2	135.5	-0.7	13.8	1.2	-14.6	-11.0	-2.4	55.5	2.0
COC(=O)CC1C(=O)NCCN1C(=O)NC1CCCCC1 (stereo unspecified)	113.8	5.6	-5.1	1.1	-2.7	6.2	2.3	-4.0	-4.2
Nc1nc(CN2CCN(Cc3ccc4c(c3)OCO4)CC2)nc(Nc2ccccc2)n1	118.6	10.4	5.0	1.2	/	-2.4	-1.4	/	-8.8
COc1cccc(OCCCN2CCCCC2)c1	102.2	6.8	-19.5	1.2	-1.2	3.5[fluorescence artefact?]	1.4	-8.5	-5.7
CCOc1ccccc1/C=c1\sc2nc(-c3ccco3)nn2c1=O	125.6[fluorescence artefact?]	-1.6	1.8	1.2	-20.5	48.4[fluorescence artefact?]	0.6	-1.5	3.4
COc1ccc(-c2nnn(CC(=O)N(C3CCCC3)C(C)C(=O)NC3CCCC3)n2)cc1OC (stereo unspecified)	127.0	12.2	-5.4	1.3	1.3	-10.5	5.3	2.5	-12.7
CSc1cccc(NS(=O)(=O)c2cccc3nsnc23)c1	114.2	/	2.6	1.1	-9.5	-2.4	8.7	0.5	/
CCCS(=O)(=O)N1CCCC(C(=O)NCc2ccc(C)cc2)C1 (stereo unspecified)	108.0	/	0.3	1.1	-3.0	32.0	6.8	-8.6	/
CCCCC(=O)NCCc1ccc(OC)cc1	107.9	7.8	10.0	1.1	-5.4	0.3	-2.6	-2.1	-9.8
CCN(CC)C(=O)CSc1nc(N)c2c3c(sc2n1)CC(C)CC3 (stereo unspecified)	92.8	-4.2	2.5	1.5	6.3	-4.9	0.7	-2.1	5.5
O=C(NCCc1ccccn1)C1CCCN(S(=O)(=O)Cc2ccccc2)C1 (stereo unspecified)	107.0	3.3	3.5	1.3	-9.3	-1.0	6.5	-5.6	-1.9
CCN(CC)CCCN(Cc1cc2ccc(C)c(C)c2[nH]c1=O)C(=O)NC1CCCCC1	89.2	-1.3	8.7	1.3	/	-4.4	3.2	/	0.2
CCOc1ccc(-c2cc(CCCC(=O)N3CCN(c4ccc(OC)cc4)CC3)no2)cc1	108.1[fluorescence artefact?]	-2.3	-5.4	0.8	38.9	19.8	4.1	11.5	2.0
CCOC(=O)N1CCC(N2C(=O)c3ccccc3C2Nc2ccc(C)cc2)CC1 (stereo unspecified)	114.8	0.2	10.5	/	-14.5	-6.0	10.3	0.8	-1.0
Cc1cccc(-c2nc(CS(=O)CC(=O)NCc3cccs3)c(C)o2)c1 (stereo unspecified)	127.9	2.8	5.1	/	-0.9	-17.3	3.5	2.5	-5.5
Cc1ccc(N(CC(=O)NCc2cccnc2)S(C)(=O)=O)cc1C	129.6	-6.9	0.0	1.1	-26.4	-0.3	9.9	0.1	5.1

Additional results:
SMILES	ERa coact pot	sEH act	Smad3 inh	MT1-MMP txn act	CD11b adhes inh	ERb coact inh	Calb biofilm kill	Mac1 fbg enh	sEH inh
O=C(O)C1SCCN1S(=O)(=O)c1ccc2ccccc2c1 (stereo unspecified)	98.6	17.3	-7.3	1.1	/	28.0	-1.9	/	-13.6
COc1ccc(/C=C\C(=O)c2c(O)ccc3c(C)cc(=O)oc23)cc1	/	-7.7	/	/	9.0	/	/	-0.1	9.8
CC(C)c1nnc(SCC(=O)N2CCOCC2)n1C	101.6	-1.1	-5.1	1.3	/	-10.5	10.7	/	5.2
Cc1ccc(OCc2ccc(C(=O)Nc3nccs3)o2)cc1	122.3[fluorescence artefact?]	17.2	12.3	1.1	-9.7	-1.1[fluorescence artefact?]	0.4	-5.8	-15.6
O=C(NCCc1cn2ccccc2n1)c1ccc(Br)o1	88.8	5.0	2.1	/	-13.9	-1.7	16.2	-1.0	-5.8
CC(OC(=O)CCc1nc2ccccc2[nH]c1=O)C(=O)c1ccccc1 (stereo unspecified)	107.0	0.4	7.2	1	0.9	-10.8	5.0	-1.2	1.0
CCOC(=O)c1cccc(-n2c(C)nc3ccccc3c2=O)c1	127.6[fluorescence artefact?]	/	5.0	1	0.1	-8.0[fluorescence artefact?]	2.7	-0.6	/
COc1ccc(CNC(=O)C2CCC(CNS(=O)(=O)c3cccc4nsnc34)CC2)cc1 (stereo unspecified)	117.0	-95.3	-5.0	/	-2.8	2.0	10.2	2.4	95.2*
CN=c1scc(C)n1/N=C/c1ccc2c(c1)OCO2	117.5[fluorescence artefact?]	-4.0	-2.7	0.4	2.2	7.5[fluorescence artefact?]	6.2	-1.7	4.1
CC(C)C(NS(=O)(=O)c1cccs1)C(=O)NCCN1CCN(c2ccccc2)CC1 (stereo unspecified)	114.2	2.8	4.7	1.1	/	-5.6	6.9	/	-4.8
CCc1nc2ccc(C)cc2c(C(=O)Oc2cccc3cccnc23)c1C	/	32.7	/	/	12.3	/	/	14.6	-36.7
Cc1ccccc1N1CCN(C(=O)CN2C(=O)c3ccccc3C2=O)CC1	118.9	/	-5.6	1.3	-6.8	-0.5	3.5	-4.8	/
O=C(CSc1nc(Nc2ccccc2)nc(N2CCOCC2)n1)N1CCc2ccccc21	208.6*	0.3	1.9	1	7.9	4.0	1.6	5.7	-5.9
Cc1ccc(-n2nc3c([n+]2[O-])CCc2c-3no[n+]2[O-])cc1	79.0	/	11.6	1	7.1	-0.2	-2.1	-1.7	/
O=C(CSc1nc(N2CCCCC2)nc(N2CCCCC2)n1)N1CCc2ccccc21	90.8[fluorescence artefact?]	15.6	-8.6	1.1	-0.8	-6.0	-6.0	-2.5	-11.6
COc1ccc(NC(=O)c2nnn(Cc3ccc(SC)cc3)c2N)c(OC)c1	97.3	/	-1.5	1.1	-6.5	2.1	3.8	8.3	/
COc1ccc(CCNC(=O)CN(C)S(=O)(=O)c2ccc3c(c2)CCC(=O)N3)cc1OC	104.2	16.4	8.3	/	-2.3	-2.8	10.4	2.8	-17.6
CSc1ccc(NC(=O)NCCN2CCc3ccccc3C2)cc1	112.0	-24.9	16.1	1.2	5.2	0.1	-2.6	0.3	24.4
Cc1cc2ccccc2n1CCNC(=O)C(C)C	95.5	/	9.3	1.2	-50.7	-10.2	-0.6	-2.8	/
COc1ccc(C(=O)/C=C(\C)Nc2ccc(NC(C)=O)cc2)cc1	/	0.7	/	/	4.0	/	/	-2.0	1.3
CCc1nn(CC(=O)NCCCN(Cc2ccccc2)C(C)C)c(=O)c2cc3sccc3n12	135.2	7.3	-4.3	1.2	7.4	-14.4[fluorescence artefact?]	1.8	0.8	-6.0
CCCn1c(CCC(=O)O)ccc1-c1ccc(F)cc1	107.8	4.0	1.0	0.9	9.8	-7.5	7.7	5.5	-4.6
CC(C)CNC(=S)NNC(=O)c1ccco1	100.3	5.2	7.6	1	/	-1.6[fluorescence artefact?]	7.7	/	-2.6
CCCc1cc2c(cc1NC(=O)c1ccccc1Cl)OCO2	/	19.8	/	/	2.0	/	/	-0.6	-18.9
CC(=O)Nc1ccc(Cl)c(C(N)=O)c1	107.9	-8.9	-5.6	1.1	-24.0	-4.9	-0.5	0.3	9.6

An excerpt from above with just MT1-MMP txn act.
molecule	MT1-MMP txn act
COc1ccc(Cl)cc1S(=O)(=O)N1CCN(C(=O)c2cc(OC)c(OC)c(OC)c2)CC1	1
C=C(C)Cn1c(=O)c(NC(=O)c2ccccc2)c2n(c1=S)CCC2	1.2
COC(=O)CC1C(=O)NCCN1C(=O)NC1CCCCC1 (stereo unspecified)	1.1

Remaining list, next part
SMILES	ERa coact pot	sEH act	Smad3 inh	MT1-MMP txn act	CD11b adhes inh	ERb coact inh	Calb biofilm kill	Mac1 fbg enh	sEH inh
CCCc1ccc(OCC(=O)O)cc1	105.1	/	-1.1	1.2	-6.3	1.9	10.3	2.1	/
CC(C)(C)OC(=O)N1CCC[C@H]1c1nnc(SCc2ccccc2Cl)o1	117.9	3.8	6.0	1	26.6	-3.0	10.8	1.3	-6.6
CC1CCN(CC(=O)Nc2ccccc2-c2ccccc2)CC1	117.9	11.9	-17.1	1.2	/	13.8	-1.0	/	-9.1
O=C(CN1CCOCC1)Nc1ccccc1C(=O)O	115.2	11.5	-1.2	1.1	0.2	1.9[fluorescence artefact?]	2.3	5.7	-11.4
NC(=O)c1nc(C2CCCCC2)nc2c1[nH]c(=O)n2-c1ccc(F)cc1	92.8[fluorescence artefact?]	-11.5	-10.9	1.1	-21.2	1.7	-0.5	0.7	10.8
c1coc(CNC2CCCCCCC2)c1	/	0.2	/	1.1	3.7	/	/	4.9	1.8
CCc1nc(SCC(=O)Nc2ccc(C(=O)O)cc2)n[nH]1	127.7	0.7	-2.5	1.1	-12.6	4.5	13.2	-0.8	1.0

Fetched by compound from the entries so far (three):
SMILES	ERa coact pot	sEH act	Smad3 inh	MT1-MMP txn act	CD11b adhes inh	ERb coact inh	Calb biofilm kill	Mac1 fbg enh	sEH inh
O=C(CN1CCOCC1)Nc1ccccc1C(=O)O	115.2	11.5	-1.2	1.1	0.2	1.9[fluorescence artefact?]	2.3	5.7	-11.4
CCc1nc(SCC(=O)Nc2ccc(C(=O)O)cc2)n[nH]1	127.7	0.7	-2.5	1.1	-12.6	4.5	13.2	-0.8	1.0
NC(=O)c1nc(C2CCCCC2)nc2c1[nH]c(=O)n2-c1ccc(F)cc1	92.8[fluorescence artefact?]	-11.5	-10.9	1.1	-21.2	1.7	-0.5	0.7	10.8

Assay outcomes (PubChem BioAssay)
